4-MU autofl: compound fluoresces in the 4-MU spectral region | compound autofluorescence, 340/450 nm, 4-MU equivalents; stronger effect = higher value | max dye-equivalent concentration, M | 11% of 59,000 active | AID 589; in the data active means max dye-equivalent concentration above about 10 nM; inconclusive means mostly about 1.1 nM to 9.6 nM
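Intrinsic fluorescence at 340/450 nm (ex/em) was read after 15 min at room temperature in pH 8.0, 100 mM Tris. Each compound concentration expressed as 4-MU-equivalent concentration from a six-point 4-MU standard series on each plate.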
Tau fil binding: tau filament binding | P10636 | recombinant tau filaments, thioflavin S fluorescence, 15 h; filaments grown with octadecylsulfate alongside compound | Potency, µM (doses to about 57.1 µM), for inactives: at the top dose activity change, negative = inhibition | 2% of 71,000 active;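 further: potency means the concentration at half of the fitted maximal effect; on the % scale 0 is the no-effect control and ±100 the full control effect; actives lower thioflavin S fluorescence by blocking filaments or displacing dye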
Target sequence (P10636 whole entry, looked up): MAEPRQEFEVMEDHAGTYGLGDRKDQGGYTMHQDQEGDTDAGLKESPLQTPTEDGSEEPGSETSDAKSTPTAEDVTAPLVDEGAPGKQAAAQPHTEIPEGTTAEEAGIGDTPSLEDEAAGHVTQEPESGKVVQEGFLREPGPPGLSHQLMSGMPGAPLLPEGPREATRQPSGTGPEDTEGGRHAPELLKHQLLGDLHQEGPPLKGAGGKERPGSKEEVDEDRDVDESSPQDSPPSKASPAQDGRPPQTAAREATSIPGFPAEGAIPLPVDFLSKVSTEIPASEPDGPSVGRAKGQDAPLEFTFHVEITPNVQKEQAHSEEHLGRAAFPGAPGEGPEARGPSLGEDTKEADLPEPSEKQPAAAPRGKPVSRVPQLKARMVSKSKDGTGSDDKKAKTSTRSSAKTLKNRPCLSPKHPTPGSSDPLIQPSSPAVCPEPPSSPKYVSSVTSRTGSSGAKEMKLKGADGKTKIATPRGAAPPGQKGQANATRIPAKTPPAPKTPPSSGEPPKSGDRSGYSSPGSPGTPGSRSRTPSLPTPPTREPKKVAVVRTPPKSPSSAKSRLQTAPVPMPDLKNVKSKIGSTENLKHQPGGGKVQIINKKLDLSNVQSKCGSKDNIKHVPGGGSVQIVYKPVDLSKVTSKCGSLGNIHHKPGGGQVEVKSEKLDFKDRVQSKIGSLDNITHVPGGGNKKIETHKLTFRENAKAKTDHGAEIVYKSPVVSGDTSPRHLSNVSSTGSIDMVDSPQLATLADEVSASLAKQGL
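ThS-based fibril read: tau 1 uM final, inducer ODS 30 uM final, 37 C for 15 h, ex 450/em 510 nm.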
FLuc inh: blocks Photinus pyralis firefly luciferase activity | P08659 | purified firefly luciferase, luminescence, 8 min | Potency, µM (highest dose often 57.1 µM), for inactives: top-dose activity change, negative = inhibition, usual class: inhibitors | 2.2% of 72,000 active; further: potency means the concentration at half of the fitted maximal effect; on the % scale 0 is the no-effect control and ±100 the full control effect; nearly all actives have a fitted effect of over 40% in size
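qHTS concentration-response profiling: light output of P. pyralis luciferase with luciferin and 10 uM ATP, imidazole buffer pH 7.2. Read by luminescence after 8-min room-temperature incubation.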
Casp1 inh: caspase-1 (human) inhibition, allosteric or competitive | Caspase-1 enzyme, Ac-WEHD-AFC fluorogenic rate | 0.03% of 75,000 active | Potency, µM (top dose mostly 57.5 µM), for inactives: at the top dose activity change, negative = inhibition, usual class: inhibitors;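 further: potency means the concentration at half of the fitted maximal effect; plate controls were vehicle for no effect and no substrate for full effect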
HEK293 cAMP cs: raises cAMP in parental HEK293 cells, TSHR agonist counter-screen; parental HEK293 CNG cAMP sensor, membrane potential fluorescence; Potency, µM (highest dose often 57.1 µM), inactives show at the top dose activation, actives largely listed as activators; 2.5% of 73,000 active; AID 938; further: potency means the concentration at half of the fitted maximal effect; % of control where 0% means no effect; nearly all actives have a fitted effect of over 55% in size
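Parental HEK 293 cells stably expressing a modified CNG channel (no TSHR) report cAMP rise as membrane depolarization. Membrane potential dye with 100 uM RO 20-1724 was loaded for 60 min at room temperature, then compound added for 30 min; fluorescence read at 590 nm.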
Fluorescein autfl: compound fluoresces in the fluorescein spectral region | Compound autofluorescence, 480/540 nm, fluorescein-equivalent; stronger effect = higher value | 0.91% of 59,000 active | AID 593 | max fluorescein-equivalent concentration, M; in the data active means max fluorescein-equivalent concentration above about 10 nM; inconclusive means between about 1.1 nM and that limit
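Normalized response (dye-equivalent concentration) derives from comparing each well's 540 nm emission, under 480 nm excitation, with plate-resident fluorescein standards. Compounds were held in 100 mM Tris, pH 8.0, for 15 min at room temperature.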
Casp7 inh: caspase-7 (human) inhibition, allosteric or competitive. P55210. recombinant caspase-7, Ac-DEVD-AFC fluorescence rate. Potency, µM (highest dose often 57.5 µM), for inactives: top-dose activity change, negative = inhibition, actives largely listed as inhibitors. 0.02% of 75,000 active. AID 889; active means well fitted inhibition curve with a large enough effect in the main read-out, with a control signal flat, not every such curve was filed as active; inconclusive means small, poorly fitted or top-dose-only effect, or a change in a side signal; further: potency means the concentration at half of the fitted maximal effect; % of control where 0% means no effect
Target sequence (P55210 24-198 limits assumed): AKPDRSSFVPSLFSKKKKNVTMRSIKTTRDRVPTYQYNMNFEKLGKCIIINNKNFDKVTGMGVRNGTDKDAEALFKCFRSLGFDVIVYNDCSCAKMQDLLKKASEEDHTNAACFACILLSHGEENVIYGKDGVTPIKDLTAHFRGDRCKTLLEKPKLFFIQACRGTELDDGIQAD
Target sequence (P55210 207-303 limits assumed): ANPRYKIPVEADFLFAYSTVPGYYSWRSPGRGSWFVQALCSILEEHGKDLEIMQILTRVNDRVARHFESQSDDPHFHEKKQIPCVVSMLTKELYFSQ
TexasRed autofl: Texas Red region autofluorescence; Compound fluorescence, Texas Red channel, 547/618 nm; stronger effect = higher value; max dye-equivalent concentration, M; 0.06% of 59,000 active; AID 587; in the data active means max dye-equivalent concentration above about 10 nM; inconclusive means between about 1.1 nM and that limit
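Compound titrations in 100 mM Tris pH 8.0 were incubated 15 min at room temperature and read at 547 nm excitation / 618 nm emission. Texas Red six-point standard curve on each plate converted fluorescence to dye-equivalent concentration.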
A350 fluor: compound fluoresces in the Alexa 350 spectral region; max dye-equivalent concentration, M; Compound autofluorescence, 340/450 nm, Alexa 350 dye-equivalents; stronger effect = higher value; 11% of 59,000 active; in the data active means max dye-equivalent concentration above about 10 nM; inconclusive means mostly about 1.1 nM to 9.6 nM
ERK AVP inh: vasopressin-driven ERK pathway inhibition. HEK293-V1b, vasopressin-stimulated pERK AlphaScreen. Potency, µM (titrated, usually from 57.5 µM), inactives show top-dose activity, negative = inhibition, most hits filed as inhibitors. 0.99% of 72,000 active; further: potency means the concentration at half of the fitted maximal effect; on the % scale 0 is the no-effect control and ±100 the full control effect; nearly all actives have a fitted effect of over 55% in size
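Overnight-seeded V1b-HEK293 cells in 1% FBS got compound, then vasopressin (25 nM final, 5 min, 37C), then lysis buffer. AlphaScreen detection of phospho-ERK; activity normalized to basal and full-stimulation controls.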
Rhodamine autofl: compound fluoresces in the rhodamine spectral region. Rhodamine-region fluorescence, 547/598 nm, Tris buffer; stronger effect = higher value. max dye-equivalent concentration, M. 0.05% of 59,000 active; in the data active means max dye-equivalent concentration above about 11 nM; inconclusive means between about 1.1 nM and that limit
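Intensities are converted to rhodamine-equivalent concentration using a six-point rhodamine standard on each plate. Compounds sit 15 min at room temperature in 100 mM Tris buffer, pH 8.0; read uses the 547/598 nm excitation/emission pair.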
An asterisk follows results filed as active; i = inactive; ? = inconclusive; . = no result given; [ ] = remark or other dose. Unless noted, the call rests on the fitted dose curve; in most records, active means well fitted curve in the direction sought with a large enough effect; inconclusive means small, poorly fitted or top-dose-only effect, or another doubt; inactive means no such curve, though single readings can be large; an effect the other way counts as inactive or inconclusive. These rows are one share of the data (hit frequency here may not be typical).

SMILES,Casp1 inh,Fluorescein autfl,A350 fluor,Casp7 inh,Tau fil binding,HEK293 cAMP cs,TexasRed autofl,Rhodamine autofl,ERK AVP inh,4-MU autofl,FLuc inh
O=C(CSc1nc2ccccc2c(=O)n1CC1CCCCC1)N1CCOCC1,.,?,i,.,.,.,i,i,.,i,-1%[25.5 µM]
CCN1CCN(c2ccc(NC(=O)c3ccc4c(c3)OCO4)cc2)CC1,3%,i,i,0%,-2%,-5%,i,i,-10%,i,-28%
CN(c1ccccc1C(=O)N1CCN(c2cccc(Cl)c2)CC1)S(C)(=O)=O,1%,i,i,-1%,5%,5%,?,i,1%,i,3%
COCCOC(=O)C1=C(C)NC(=O)N(C(C)=O)C1c1ccc(Cl)cc1 (stereo not given),0%,i,i,-2%,1%,1%,i,i,-7%,i,-1%
O=C(Cn1cc2c(n1)CCCC2)NCc1cccc(Cl)c1,6%,.,.,-3%,3%,17%,.,.,0%,.,2%
COc1cccc(NC(=O)CNC(=O)c2ccc(F)cc2)c1,-3%,i,i,-1%,-4%,5%,i,i,-13%,i,1%
COCCCn1c(SCC(=O)NC(C)C)nnc1-c1ccccc1,-1%,i,i,0%,-4%,2%,?,i,17%,i,2%
Cc1ccc(-n2cnnn2)c2cccnc12,0%,?,i,0%,5%,3%,i,i,-24%,i,-1%

Reformatted with each value named: 4 of the compounds above
> O=C(CSc1nc2ccccc2c(=O)n1CC1CCCCC1)N1CCOCC1
  Casp1 inh: .
  Fluorescein autfl: ?
  A350 fluor: i
  Casp7 inh: .
  Tau fil binding: .
  HEK293 cAMP cs: .
  TexasRed autofl: i
  Rhodamine autofl: i
  ERK AVP inh: .
  4-MU autofl: i
  FLuc inh: -1%[25.5 µM]

> COCCOC(=O)C1=C(C)NC(=O)N(C(C)=O)C1c1ccc(Cl)cc1 (stereo not given)
  Casp1 inh: 0%
  Fluorescein autfl: i
  A350 fluor: i
  Casp7 inh: -2%
  Tau fil binding: 1%
  HEK293 cAMP cs: 1%
  TexasRed autofl: i
  Rhodamine autofl: i
  ERK AVP inh: -7%
  4-MU autofl: i
  FLuc inh: -1%

> CCN1CCN(c2ccc(NC(=O)c3ccc4c(c3)OCO4)cc2)CC1
  Casp1 inh: 3%
  Fluorescein autfl: i
  A350 fluor: i
  Casp7 inh: 0%
  Tau fil binding: -2%
  HEK293 cAMP cs: -5%
  TexasRed autofl: i
  Rhodamine autofl: i
  ERK AVP inh: -10%
  4-MU autofl: i
  FLuc inh: -28%

> Cc1ccc(-n2cnnn2)c2cccnc12
  Casp1 inh: 0%
  Fluorescein autfl: ?
  A350 fluor: i
  Casp7 inh: 0%
  Tau fil binding: 5%
  HEK293 cAMP cs: 3%
  TexasRed autofl: i
  Rhodamine autofl: i
  ERK AVP inh: -24%
  4-MU autofl: i
  FLuc inh: -1%

Two records picked at random from those above:
SMILES,Casp1 inh,Fluorescein autfl,A350 fluor,Casp7 inh,Tau fil binding,HEK293 cAMP cs,TexasRed autofl,Rhodamine autofl,ERK AVP inh,4-MU autofl,FLuc inh
O=C(CSc1nc2ccccc2c(=O)n1CC1CCCCC1)N1CCOCC1,.,?,i,.,.,.,i,i,.,i,-1%[25.5 µM]
O=C(Cn1cc2c(n1)CCCC2)NCc1cccc(Cl)c1,6%,.,.,-3%,3%,17%,.,.,0%,.,2%

(next part)
SMILES,Casp1 inh,Fluorescein autfl,A350 fluor,Casp7 inh,Tau fil binding,HEK293 cAMP cs,TexasRed autofl,Rhodamine autofl,ERK AVP inh,4-MU autofl,FLuc inh
CC(=O)N=C1SC2CS(=O)(=O)CC2N1c1cccc(Cl)c1Cl (stereo not given),-1%,i,?,0%,-9%,7%,i,i,-6%,i,3%
COc1ccc2c(c1)CCc1c(C(=O)NCc3ccc(F)cc3)noc1-2,-1%,.,.,-2%,123%,27%,.,.,-3%,.,-9%
Cc1cccc(-n2c(=O)cc(N3CCN(c4ccc(F)cc4)CC3)[nH]c2=O)c1,-3%,.,.,1%,28%,?,.,.,.,.,-4%
CC(c1ccccc1)C1NC(C(=O)O)CS1 (stereo not given),-1%,?,i,-1%,-11%,-11%,?,i,-5%,i,1%
COC(=O)N1CCC[C@@]2(CCN(Cc3cc(C(F)(F)F)cc(C(F)(F)F)c3)C2)C1,-1%,i,i,0%,0%,2%,i,i,6%,i,-2%[11.4 µM]
CCCCCC(=O)O[C@H](CC(=O)O)C[N+](C)(C)C,0%,.,.,0%,?,0%,.,.,6%,.,0%
CC1CCN(CCn2c(=S)[nH]c3ncccc3c2=O)CC1,-3%,i,?,-4%,2%,3%,i,i,14%,?,1%
CC(C)n1c(C(O)c2ccc3c(c2)OCO3)nc2ccccc21 (stereo not given),-2%,.,.,-4%,0%,23%,.,.,-14%,.,1%
Cc1noc(C)c1CSCC(=O)OCc1nc2ccccc2c(=O)n1CC#N,-1%,?,i,-3%,-20%,2%,i,i,-20%,i,4%
COC(=O)C(C)Sc1nc2c(c(=O)[nH]c(=O)n2C)n1CCC(C)C (stereo not given),-3%,i,i,1%,-2%,1%,i,i,32µM*,i,2%
CCc1nc2oc3ccccc3c(=O)c2c(=O)n1Cc1ccccc1,1%,i,?,-1%,2%,3%,i,i,-1%,?,3%
CC1CCCCC1NC(=O)CC1Oc2ccccc2NC1=O (stereo not given),1%,.,.,0%,2%,16%,.,.,-18%,.,3%
CCOCC(=O)Nc1nnc(SCCOC)s1,1%,i,i,1%,-2%,4%,i,i,-4%,i,2%
CCc1ccc2oc(-c3cc(N)ccc3Cl)nc2c1,-3%,i,?,-2%,7%,-14%,?,i,3%,?,2.5µM*
O=C1CC(N2CCCCCC2)C(=O)N1c1ccc2c(c1)OCO2 (stereo not given),1%,i,i,-1%,-9%,5%,i,i,4%,i,2%
O=c1cnc2cnc(Nc3ccccc3)nc2n1C1CC1,-4%,i,i,-5%,-1%,14%,i,i,-15%,i,1%[11.4 µM]
CCOc1cc(C(=O)N2CCCC2)cc(OCC)c1OCC,0%,i,i,0%,-6%,-2%,i,i,2%,i,0%
Cc1c(NS(=O)(=O)CC23CCC(CC2=O)C3(C)C)c(=O)n(-c2ccccc2)n1C (stereo not given),0%,.,.,-1%,-9%,-8%,.,.,6%,.,1%
O=C(O)c1ccccc1C(=O)c1cccs1,0%,?,?,8%,7%,-2%,i,i,1%,i,0%
Nc1nonc1-c1noc(COc2ccccc2Cl)n1,0%,i,i,-1%,-8%,4%,i,i,-12%,i,13µM*
COc1ccc(C(=O)CSc2nnc(Cc3ccccc3)o2)cc1,-4%,i,i,-2%,27%,18%,i,i,-20%,i,3%
c1ccc(-c2nn3c(C4COc5ccccc5O4)nnc3s2)cc1 (stereo not given),0%,?,i,0%,2%,9%,i,i,-21%,i,-2%
Cc1nccn1CC(=O)O,3%,?,i,-2%,2%,-4%,?,i,2%,i,0%
CCC(C)NC(=O)C1CCN(C(=O)N(C)C)CC1 (stereo not given),-2%,?,i,0%,7%,7%,i,i,0%,i,1%
CCOc1ccc(-c2nc(N)nc(C)c2-c2ccc(OC)c(OC)c2)c(O)c1,2%,i,i,-4%,49%,25%,?,i,-23%,i,2%
CCCCOc1ccc(C(=O)Nn2cnnc2)cc1,.,i,i,.,.,.,i,i,.,i,-3%[25.5 µM]
Cc1ccc2nc(-c3ccc(SCC(=O)Nc4cc(C)on4)nc3)[nH]c2c1,-2%,i,3e-08M*,2%,88%,29%,i,i,-13%,3.3e-08M*,2.5µM*
CCOc1ccc2[nH]c(=O)c(CN(Cc3ccco3)C(=O)c3ccc(Br)cc3)cc2c1,-8%,?,3.4e-08M*,-5%,i,?,i,i,15%,4.7e-08M*,3%
CC(C)C[C@H](N)c1nnc(S(=O)(=O)Cc2cccc(F)c2)o1,-2%,i,?,0%,-4%,4%,?,i,17%,i,-9%
COc1cc(-c2cc(C(F)(F)F)n3ncc(C(=O)O)c3n2)cc(OC)c1OC,.,i,?,.,.,.,i,i,.,?,0%[25.5 µM]
c1cncc(CNc2ncncc2-c2cccnc2)c1,-2%,?,i,-5%,-10%,-3%,i,i,26%,i,-1%[2.29 µM]
Cc1nn(-c2ccccc2)nc1CNC(=O)C(C)Cc1ccccc1 (stereo not given),2%,.,.,0%,12%,?,.,.,15%,.,.

In the list so far, 2 contain two or more sulfur atoms.
SMILES,Casp1 inh,Fluorescein autfl,A350 fluor,Casp7 inh,Tau fil binding,HEK293 cAMP cs,TexasRed autofl,Rhodamine autofl,ERK AVP inh,4-MU autofl,FLuc inh
CC(=O)N=C1SC2CS(=O)(=O)CC2N1c1cccc(Cl)c1Cl (stereo not given),-1%,i,?,0%,-9%,7%,i,i,-6%,i,3%
CCOCC(=O)Nc1nnc(SCCOC)s1,1%,i,i,1%,-2%,4%,i,i,-4%,i,2%

Remaining list, next part:
SMILES,Casp1 inh,Fluorescein autfl,A350 fluor,Casp7 inh,Tau fil binding,HEK293 cAMP cs,TexasRed autofl,Rhodamine autofl,ERK AVP inh,4-MU autofl,FLuc inh
O=C(CSc1ncccc1C(=O)O)NCCC1=CCCCC1,-1%,i,?,1%,-8%,10%,?,i,-3%,i,3%
COc1ccc(C2C3=C(CC(c4ccco4)CC3=O)Nc3ccccc3N2C(C)=O)cc1 (stereo not given),0%,.,.,0%,20%,7%,.,.,-16%,.,-1%
Clc1ccccc1-c1nc(-c2ccncc2)no1,-1%[11.5 µM],i,i,0%[11.5 µM],6%[11.4 µM],4%[11.4 µM],i,i,-19%[11.5 µM],i,-24%[11.4 µM]
CCCS(=O)(=O)N1CCCC(C(=O)N2CCN(C(=O)OCC)CC2)C1 (stereo not given),4%,i,i,2%,5%,4%,i,i,8%,i,-3%
